# KOR beta-arrestin-1: KOR agonists, beta-arrestin recruitment, primary screen, cell-based, luminescence, uHTS (AID 1777). actives 0.02% (n = 280,000). KOR beta-arrestin recruitment, luminescence; higher % means a stronger effect. activation, % at 10 µM; hits with a dose series show EC50 in µM; in the data active = activation above about 50%, passing the limit was not always enough; also: a part of the inactive calls stands beside numbers as strong as those of hits
# NOD1 inhibition: NOD1 signaling inhibitors, primary screen, cell-based, luminescence, uHTS (AID 1578); NOD1-driven NF-kB luciferase reporter cells, luminescence; higher % means a stronger effect; inhibition, % at 4 µM; hits with a dose series show EC50 in µM; actives 1% (n = 290,000); in the data active = inhibition mostly above about 36%, no sharp cut-off; inactive = mostly below about 34%;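 also: HEK-293T reporter cells stimulated with the NOD1 agonist gamma-tri-DAP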
# NOD2 inhibition: inhibition of NOD2-driven NF-kB reporter – cell-based, luminescence, uHTS, HEK293 (AID 1566); inhibition, % at 4 µM, or EC50 in µM where a hit was titrated; HEK293 NOD2/NF-kB luciferase reporter, luminescence; higher % means a stronger effect; actives 0.63% (n = 290,000); also: many of its hits are not listed in these tables
# T cell modulator: modulates CD8 T cell binding to vesicles | 2C CD8+ T cell-vesicle binding, flow cytometry; hits give low values | calls only at 7 µM | actives 0.068% (n = 330,000);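 active = response, share of CD8 T cells binding vesicles, and their 90th percentile fluorescence all below set limits, cut at about 80% in these data, passing the limit was not always enough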
#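 Test system: purified 2C TCR transgenic mouse naive CD8+ T cells. Probe or stimulus: QL9-peptide-loaded Drosophila micro-vesicles bearing Ld, ICAM-1 and B7-1. Incubation: binding step 1.5 h, 37 °C, antibody labelling 20 min, ice. Measured by: flow cytometry of vesicle-bound cells.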
# GPR55 beta-arrestin: GPR55 agonists via beta-arrestin recruitment, primary screen, imaging, U2OS cells, beta-arrestin-GFP redistribution (AID 1961); U2OS GPR55 beta-arrestin-GFP redistribution imaging; higher % means a stronger effect; activation, % at 10 µM, or EC50 in µM where a hit was titrated; actives 0.048% (n = 290,000);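 active = activation above 40% with more than 50 cells counted in the well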;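 also: U2OS osteosarcoma cells stably expressing GPR55 and beta-arrestin-GFP; plate controls were DMSO negative control for no effect and LPI positive control for full effect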
# NTR1 ag: NTR1-driven beta-arrestin-GFP spot formation – imaging, U2OS cells, high content, primary screen (AID 493036) | P30989 | agonist mode | activation, % at 20 µM | actives 0.17% (n = 330,000);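 active = activation at or above 40% of the spot to cytoplasm intensity ratio, with at least 20 cells analyzed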;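 also: 0% = DMSO without peptide and 100% = 100 nM NTR1 peptide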
# Target sequence (P30989 whole entry, looked up): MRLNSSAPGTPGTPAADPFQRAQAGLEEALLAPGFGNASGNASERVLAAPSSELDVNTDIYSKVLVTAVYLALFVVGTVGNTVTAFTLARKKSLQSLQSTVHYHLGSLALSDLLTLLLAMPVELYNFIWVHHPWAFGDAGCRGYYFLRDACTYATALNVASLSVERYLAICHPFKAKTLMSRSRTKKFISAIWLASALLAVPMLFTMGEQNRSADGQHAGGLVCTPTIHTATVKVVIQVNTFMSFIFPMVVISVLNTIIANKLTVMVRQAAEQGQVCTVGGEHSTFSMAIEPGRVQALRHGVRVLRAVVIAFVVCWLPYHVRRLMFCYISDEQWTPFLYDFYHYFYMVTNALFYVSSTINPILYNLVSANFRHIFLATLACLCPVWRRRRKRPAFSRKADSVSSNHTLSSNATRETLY
# KOR beta-arrestin-2: kappa opioid receptor blockers – cell-based, luminescence, uHTS (AID 1778). actives 0.091% (n = 290,000). inhibition, % at 10 µM, or IC50 in µM where a hit was titrated. KOR beta-arrestin recruitment, luminescence, antagonist mode; higher % means a stronger effect; also: strong numbers were not always called active
# Myeloid diff 2: compounds promoting myeloid differentiation. ER-HoxA9 myeloid progenitors, lysozyme-GFP differentiation, flow cytometry. calls only at 10 µM. actives 1% (n = 360,000). AID 624256;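 active = normalized GFP-positive differentiation at or above the plate's own cutoff, the solvent-only control mean plus 3 SD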;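 also: cells exposed to compound for four days before flow analysis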
# GPR55 LPI antagonism: GPR55 antagonists blocking LPI-driven arrestin recruitment, primary screen, imaging, U2OS, beta-arrestin-GFP, LPI agonist (AID 2013); U2OS GPR55 beta-arrestin-GFP translocation imaging, LPI antagonism; higher % means a stronger effect; inhibition, % at 10 µM, or IC50 in µM where a hit was titrated; actives 0.13% (n = 290,000);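 active = spots per cell inhibited over 60%, with over 100 cells counted and total cytoplasm intensity under 500,000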;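 also: U2OS cells stably carrying GPR55 and arrestin-GFP stimulated by 5 µM LPI near EC80; imaged beta-arrestin-GFP aggregate spots per cell after agonist stimulation; plate controls were LPI-stimulated DMSO wells for no effect and DMSO wells without LPI for full effect; some results filed as inactive read as strong as hits; confirmed hits need IC50 under 10 µM and bright autofluorescent wells are also inconclusive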
# T cell modulator vesicle-bound %: further read-out of T cell modulator, marked with its call; double positive events, %; measured here: CD8+ vesicle-bound cell fraction;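 binding gate set so that unloaded-vesicle control wells show 10% double positive cells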
# NTR1 ag cell count 20 µM: second read-out of NTR1 ag, no call of its own (marks repeat the call); cell count; measured here: cell count, cytotoxicity flag
# Myeloid diff 2 GFP+ MAC1+ %: second read-out of Myeloid diff 2, no call of its own (marks repeat the call); GFP+ MAC1+ double positive, %; measured here: differentiation confirmed by MAC1 staining
# An asterisk follows results filed as active; i = inactive; nt = not tested or not shown; [ ] = remark or other dose. Rule as the data show it, unless noted: active = inhibition above about 50%; inactive = the rest.
SMILES,KOR beta-arrestin-1,NOD1 inhibition,NOD2 inhibition,T cell modulator,T cell modulator vesicle-bound %,GPR55 beta-arrestin,NTR1 ag,NTR1 ag cell count 20 µM,KOR beta-arrestin-2,Myeloid diff 2,Myeloid diff 2 GFP+ MAC1+ %,GPR55 LPI antagonism
COc1ccc(Cn2c(O)c(/C=C3/C=CC=N3)c(=O)[nH]c2=O)cc1,-3.2%,8%,0%,i,40,-0.1%,1.7,51,26%,i,1.1,-17%
O=C(Nc1ccccc1C(=O)NCc1cccnc1)c1cccc([N+](=O)[O-])c1,-4.3%,-19%,16%,i,59,-0.1%,2.6,76,-7%[20 µM],i,0.7,2%
O=C(c1ccccc1)N1CCn2c1nc1ccccc12,nt,-31%,-3%,i,0,-0.1%,0.2,44,nt,i,0.9,-5%
O=C(Nc1ccc(S(=O)(=O)Nc2cnc3ccccc3n2)cc1)c1cc(F)c(F)cc1Cl,-0.6%,-8%,25%,i,46,-0.2%,0.4,50,14%,i,1.0,5%
COc1cc(C(=O)NCCCN2CCCC2=O)cc(OC)c1OC,-3.9%,-8%,10%,i,43,-0.1%,-1.9,81,12%,i,8.7,2%
COc1cc(NC(=O)C/C(C)=N/NC(=O)c2ccccn2)c(OC)cc1Cl,-0.5%,-10%,0%,i,31,-0.1%,2.5,45,-36%,nt,nt,12%
COc1ccc(N2CCN(S(=O)(=O)c3ccc(C(=O)NC4CCCC4)cc3)CC2)cc1,-1.4%,5%,23%,i,14,-0.3%,-0.4,53,2%,i,13,6%
CC(=O)N1CCN(C(=O)c2ccc3c(c2)S(=O)(=O)c2ccccc2C3=O)CC1,0.7%,-2%,10%,i,60,-0.1%,-1.1,73,-2%,i,0.7,-8%
CCCN1C2CCCC1CC(NC(=O)c1cc(OC)c(OC)c(OC)c1)C2 (configuration not stated),7.3%,4%,-6%,i,46,0.3%,-0.6,102,4%,i,0.6,2%
CCOc1ccc(C(=O)NC(=S)Nc2ncccc2C)cc1[N+](=O)[O-],-0.9%,-24%,2%,i,40,0.1%,1.1,45,20%,i,0.2,4%
COc1ccc2[nH]c(C(=O)Nc3ccc4c(c3)OCO4)cc2c1,nt,-2%,-79%,i,30,-0.3%,0.0,53,15%,i,0.1,2%
COc1cc(NC(=O)COC(C)=O)cc(OC)c1OC,-4.6%,-5%,8%,i,39,0.5%,1.2,44,20%[20 µM],i,1.3,-10%
COC(=O)c1c(C)[nH]c(C(=O)OCc2ccc(F)cc2)c1C,-5.4%,-45%,-63%,i,55,0.2%,0.4,54,-18%,i,1.3,4%
O=C1c2ccccc2C(=O)N1CCCCSc1nnc2ccccn12,1.1%,-6%,-9%,i,36,-1.0%,2.0,36,18%,i,0.6,1%
COc1ccc(-c2nn(CC(=O)Nc3ccc(Cl)c(Cl)c3)c(=O)c3ccccc23)cc1,-3.0%,16%,32%,i,38,-0.1%,-0.9,61,14%,i,1.6,nt
Cc1cccc(NC(=O)/C=C/c2ccc3c(c2)OCO3)n1,1.8%,-95%,-128%,i,27,-0.2%,0.0,49,5%,i,1.4,11%
CC(C)N(C)CCOC(=O)c1ccccc1Br,6.4%,-16%,-6%,i,43,-0.4%,-0.4,36,5%,i,0.5,6%
O=C1NC(=O)C2(COC(c3cccc([N+](=O)[O-])c3)OC2)S1 (configuration not stated),-4.2%,-38%,2%,i,44,-0.3%,0.0,39,8%,i,0.2,7%
COc1ccc(-c2cc(=O)oc(-c3cccc(C)c3)n2)cc1,4.9%,0%,9%,i,34,0.6%,3.0,44,-81%,i,0.2,-8%
CCCCCN1CN(S(=O)(=O)c2cccs2)c2nc3ccccc3nc21,-0.4%,-9%,19%,i,41,0.4%,2.2,59,-5%,i,0.6,-2%
CCOC(=O)c1oc2c(CN3CCN(C)CC3)c(O)ccc2c(=O)c1-c1ccccc1OC,-1.9%,1%,18%,i,30,-0.1%,0.0,43,-24%,i,1.4,15%
COc1cc(-c2nc(N)n[nH]2)cc(OC)c1OC,1.9%,-20%,7%,i,40,-0.1%,0.1,81,12%,i,0.8,13%
Cc1ccc(Sc2c(C#N)c(-c3ccccc3)nn2C)cc1,2.6%,-2%,11%,i,39,0.0%,1.2,53,-46%,i,8.5,3%
Cc1[nH]n(C)c(=O)c1C(=O)c1c(-c2ccccc2Cl)noc1C,2.0%,-10%,-5%,i,54,-0.2%,0.3,38,0%,i,1.1,-2%
CCc1ccc(-c2cc(C)no2)cc1S(=O)(=O)NC(C)Cc1ccco1 (configuration not stated),0.8%,-9%,5%,i,27,-0.1%,3.3,75,-29%,i,1.9,3%
Cn1ccnc1SCc1cccc([N+](=O)[O-])c1,-2.0%,9%,5%,i,24,-0.1%,0.9,62,-14%,i,0.9,12%
Cc1nn(Cc2ccc(F)cc2)c(Cl)c1/C=N/NC(=O)c1cccnc1,11%,-6%,-2%,i,61,0.1%,0.2,70,6%,i,0.3,6%
COc1cccc(/C=N/NC(=O)c2nnn(-c3nonc3N)c2CN(C)c2ccccc2)c1,0.5%,3%,0%,i,20,-0.1%,4.9,61,-42%,i,4.3,1%
CCOc1ccc(OCCC(=O)N2CCc3cc(OC)c(OC)cc3C2)cc1,-6.4%,10%,-17%,i,45,-0.2%,-1.0,55,-17%,i,0.1,1%
O=C(NCc1ccc2c(c1)OCO2)C1CC(c2cccc(Br)c2)=NO1 (configuration not stated),0.5%,-18%,-41%,i,18,-0.1%,-0.6,71,-53%,i,0.2,-7%

# 3 compounds out of the list above, sorted by the number in GPR55 beta-arrestin, ascending.
compound,GPR55 beta-arrestin
COc1ccc(N2CCN(S(=O)(=O)c3ccc(C(=O)NC4CCCC4)cc3)CC2)cc1,-0.3%
O=C(NCc1ccc2c(c1)OCO2)C1CC(c2cccc(Br)c2)=NO1 (configuration not stated),-0.1%
COc1ccc(-c2cc(=O)oc(-c3cccc(C)c3)n2)cc1,0.6%

# (list continues)
SMILES,KOR beta-arrestin-1,NOD1 inhibition,NOD2 inhibition,T cell modulator,T cell modulator vesicle-bound %,GPR55 beta-arrestin,NTR1 ag,NTR1 ag cell count 20 µM,KOR beta-arrestin-2,Myeloid diff 2,Myeloid diff 2 GFP+ MAC1+ %,GPR55 LPI antagonism
Cc1nc(NC(=O)c2cccc(Cl)c2)sc1C(=O)N1CCCCC1,nt,-48%,-17%,i,18,-0.1%,1.8,38,18%[20 µM],i,0.8,10%
Cc1ccc(C(=O)Nc2cccc(NC(=O)c3ccc(C)o3)n2)o1,3.5%,-30%,-13%,i,56,-0.4%,1.3,68,-77%[20 µM],i,0.3,-3%
Cc1cc2ccccc2n1CCNC(=O)c1cccs1,1.3%,-18%,-42%,i,nt,-0.1%,-0.9,51,11%,i,4.3,1%
Cc1csc(NC(=O)c2cc[n+]([O-])cc2)n1,-0.5%,-37%,6%,i,19,-0.2%,-0.8,31,0%,i,0.3,-15%
BrC(=C\c1ccccc1)/C=N/Nc1nc(N2CCOCC2)nc(N2CCOCC2)n1,4.3%,16%,-54%,i,40,-0.3%,-0.5,65,14%,i,0.0,12%
O=C(COC(=O)CNC(=O)c1ccc(Br)o1)Nc1ccccc1OC(F)F,-4.3%,-53%,-18%,i,32,-0.4%,0.1,58,-16%,i,0.6,-3%
Cc1cccc(NC(=O)c2ccccc2OCC(=O)c2ccccc2)c1,-5.2%,-22%,-2%,i,39,-0.4%,10,77,-8%,i,0.6,5%
COC(=O)N/N=C1/C/C(=N\NC(=O)OC)c2ccccc21,-3.8%,-23%,27%,i,62,-0.3%,-2.8,77,-13%,i,1.1,15%
Cc1ccc(Cl)cc1NC(=O)COc1ccccc1,-0.8%,-47%,-10%,i,53,-0.4%,-0.3,65,-37%[20 µM],i,0.6,3%
COc1ccc(-n2c(SCC(=O)Nc3cccc(S(N)(=O)=O)c3)nc3ccccc3c2=O)cc1OC,-1.0%,-15%,10%,i,44,0.3%,-0.5,58,-10%,i,0.5,14%
O=C(c1ccc2c(c1)OCO2)N(c1ccc(Cl)cc1)C1C=CS(=O)(=O)C1 (configuration not stated),-3.0%,-11%,1%,i,14,-0.1%,-0.3,46,38%,i,2.1,-4%
Nc1nonc1-n1nnc(C(=O)N/N=C/c2ccccc2)c1CN1CCc2ccccc21,0.1%,-22%,2%,i,24,0.0%,0.9,47,-34%,i,2.5,3%
c1cn2cc(-c3ccc4c(c3)OCO4)nc2s1,2.3%,-44%,-199%,i,51,-0.2%,-4.6,90,-23%,i,1.2,6%
CCOC(=O)C1=C(C)NC(=O)NC1c1cccs1 (configuration not stated),-1.1%,-34%,1%,i,66,0.3%,-2.2,87,-43%,i,0.3,-3%
Clc1ccc(-c2nnc(NCc3ccccc3)c3ccccc23)cc1,0.7%,-40%,-12%,i,3,-0.2%,17,69,11%,i,0.7,1%
COc1ccccc1CNC(=O)CCNS(=O)(=O)c1ccc2c(c1)oc(=O)n2C,1.4%,7%,-6%,i,11,0.0%,-0.8,57,-14%,i,0.4,7%
CCCCCN(C(=O)CCC(=O)OCC(=O)N(C)Cc1ccc(C)cc1)c1c(N)n(CCCC)c(=O)[nH]c1=O,6.8%,-22%,-5%,i,59,-0.2%,-0.1,60,11%,i,0.3,0%
CCN(CC)C(=O)Cn1cnc2ccccc2c1=O,8.2%,-9%,-1%,i,2,0.4%,2.3,84,-31%,i,1.9,0%
O=S(=O)(NCc1ccc2c(c1)OCO2)c1ccc(F)c(F)c1,-0.4%,-25%,2%,i,57,-0.1%,-0.6,72,11%,i,0.7,1%
CCC(=O)Nc1ccc(C(=O)NNC(=O)COc2cc(C)ccc2C)cc1,2.2%,-5%,3%,i,39,-0.4%,nt,nt,7%,i,2.0,-6%
O=C(O)CCN1C(=O)C2C3CC(C2C1=O)C1C(c2ccccc2)c2sc(=O)n(-c4ccccc4)c2SC31 (configuration not stated),-5.8%,-15%,-12%,i,52,0.5%,0.1,52,-5%,i,0.4,11%
COc1cc(C2NC(=O)NC(O)(C(F)(F)F)C2C(=O)c2cccs2)ccc1O (configuration not stated),-3.2%,-17%,-3%,i,36,-0.1%,0.8,76,-16%,i,6.7,59%
O=C(c1ccc2c(=O)n(-c3ccccc3)c(=O)[nH]c2c1)N1CCCCC1,-2.9%,6%,6%,nt,nt,0.0%,-1.5,47,-1%,i,6.5,8%
COc1ccc(C(=O)NC(C)c2ccc(-n3ccnc3)cc2)cc1[N+](=O)[O-] (configuration not stated),6.6%,-12%,20%,i,15,-0.1%,-0.2,49,-37%,i,0.1,8%

# Screens deposited in PubChem by several laboratories.

# These rows are one share of the data (hit frequency here may not be typical).
